# Source: PubChem
# KCNQ1 pot = potentiates or activates the human KCNQ1 potassium channel | CHO-K1 KCNQ1, thallium flux FluxOR fluorescence; active compounds read high | B-score at 10 µM | actives 0.35% (n = 310,000);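 active = fluorescence ratio B-score, a plate-corrected score, at least three library SD, with initial intensity B-score within 5 SD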
#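 assay system = KCNQ1-transfected CHO-K1 cells | medium = assay buffer with matched DMSO | probe or stimulus = depolarizing K+/Tl+ stimulus, K2SO4 and Tl2SO4 each 12.5 mM in 5x stock | dosing = single dose | incubation = dye 90 min, compound 20 min, room temperature | detection = kinetic FluxOR fluorescence, 10 s baseline plus 110 s post-stimulus | evaluation = ratio B score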
# KCNQ1 inh = human KCNQ1 channel inhibition; CHO-K1 KCNQ1, FluxOR thallium flux fluorescence; active compounds read high; B-score at 10 µM; actives 1.3% (n = 310,000);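 active = compounds whose thallium flux B-score, printed positive for inhibition, exceeds three library SD while starting fluorescence stays within three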;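 also: channel opened by potassium depolarization with thallium stimulus after 20 min compound exposure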
# DYRK1A inh = Dyrk1A (rat) kinase inhibition. ADP-Glo luminescence, NFATc1 peptide. AID 504441. actives 0.43% (n = 310,000). inhibition, % at 12.5 µM. Q63470; in the data active = inhibition above about 50%;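 also: plate controls were vehicle with enzyme for no effect and no enzyme for full effect; many of its hits are not listed in these tables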
# GSK3beta inhib = blocks human GSK3beta kinase activity. GST-GSK3beta kinase, ADP-Glo luminescence, 60 min; active compounds read low. activity score (negative = inhibition), % at 10 µM. actives 0.038% (n = 300,000);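 active = more than half of replicate wells score below -50%, meaning over 50% inhibition versus plate controls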;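 also: 0% = median DMSO wells and -100% = median GW8510 positive control wells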
#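 Test system: GST-tagged human GSK3beta kinase, cell-free; evaluation: activity score scaled between in-plate DMSO and GW8510 controls; measured by: ADP-Glo luminescence; incubation: 60 min reaction, RT; benchmarks: DMSO and 20 µM GW8510; reagent: peptide substrate plus 25 µM ATP (final); medium: Tris/MgCl2 kinase buffer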
# hERG protect = shields human hERG channel from block by proarrhythmic agents; Q12809; CHO-hERG, FluxOR thallium flux, dofetilide IC70 present; activation (rescue from dofetilide block), less the hit threshold, % at 10 µM; actives 0.51% (n = 310,000); AID 1511;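 active = activation above the mean of controls blocked by dofetilide plus 5 SD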;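 also: thallium influx through hERG after potassium depolarization seen as dye fluorescence rise; in these data hits start at about 4.7%; inactives centre near -7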
# KCNK9 block = inhibitors of human KCNK9 two-pore domain potassium channel; Q9NPC2; actives 1.2% (n = 310,000); B-score at 10 µM; HEK293 KCNK9, FluxOR thallium flux fluorescence; active compounds read low;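 active = ratio B-score over 3 SD below the library mean, with starting fluorescence within 5 SD of its mean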;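 also: negative B-score means less thallium flux so channel inhibition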
# Target sequence (Q9NPC2 whole entry, looked up, the tested form may be a part): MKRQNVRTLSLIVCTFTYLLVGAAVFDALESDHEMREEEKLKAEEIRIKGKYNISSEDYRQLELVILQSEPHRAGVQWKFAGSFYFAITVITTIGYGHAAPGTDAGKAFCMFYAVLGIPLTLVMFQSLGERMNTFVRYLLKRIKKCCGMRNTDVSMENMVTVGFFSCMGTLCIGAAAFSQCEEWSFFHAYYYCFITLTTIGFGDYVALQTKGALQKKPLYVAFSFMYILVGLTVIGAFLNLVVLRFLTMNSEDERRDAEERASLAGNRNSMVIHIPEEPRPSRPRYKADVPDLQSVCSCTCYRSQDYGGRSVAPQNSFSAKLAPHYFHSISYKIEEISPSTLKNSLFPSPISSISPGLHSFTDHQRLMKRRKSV
# GSK3A inh = human GSK-3 alpha kinase inhibition; P49840; ADP-Glo luminescence, 60 min; inhibition, % at 10 µM; actives 0.1% (n = 320,000); AID 2650;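 in the data active = inhibition above about 50%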;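 also: GST-tagged GSK-3 alpha with peptide substrate and 25 µM ATP; 0% = DMSO neutral wells and 100% = GW8510 positive control wells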
# PolyA inhibitor = blocks polyadenylation in yeast reporter cells; S. cerevisiae SKY197-pL101 polyadenylation reporter, beta-gal luminescence; efflux-impaired pdr1/pdr3 knockout yeast; score 100 = 6 SD above DMSO; actives 0.02% (n = 300,000); AID 1875; calls only at 12 µM;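 active = lowest replicate activity score at least 50, where 100 means six control SD above control mean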;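 also: yeast exposed to compound for 9 h at 30 °C; higher score means more reporter readthrough which indicates perturbed polyadenylation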
# KCNK3 inh = human KCNK3 channel inhibition, primary screen; CHO-KCNK3 thallium flux, FluxOR fluorescence; active compounds read low; B-score at 10 µM; actives 0.84% (n = 340,000);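 active = B-score under library mean minus 4 SD, starting fluorescence ratio at most library mean plus 5 SD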;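 also: more negative B-score means stronger inhibition of thallium flux through KCNK3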
# RGS4 act = RGS4 potentiation or activation; HEK293 M3R/inducible RGS4, carbachol calcium flux Fluo4; active compounds read low; B-score at 10 µM; actives 0.92% (n = 310,000);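 active = B-score of the integrated calcium signal more than 4 SD below the library mean, with starting fluorescence not abnormally high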;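 also: negative B-score means reduced calcium response which marks RGS4 activation or potentiation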
#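 Material: M3R-expressing HEK293 line, RGS4 induced by doxycycline | Schedule: Overnight RGS4 induction, 30 min dye load 37 °C, 20 min compound RT | Measured by: Fluo4 fluorescence kinetic imaging of calcium | Read-out: Integrated calcium ratio converted to B score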
# HDAC3 inhib = blocks human histone deacetylase 3 | recombinant HDAC3, fluorogenic peptide/trypsin coupled, fluorescence | inhibition, % at 8.3 µM | actives 0.15% (n = 320,000); in the data active = inhibition above about 26%, passing the limit was not always enough
# Target sequence (O15379 whole entry, looked up): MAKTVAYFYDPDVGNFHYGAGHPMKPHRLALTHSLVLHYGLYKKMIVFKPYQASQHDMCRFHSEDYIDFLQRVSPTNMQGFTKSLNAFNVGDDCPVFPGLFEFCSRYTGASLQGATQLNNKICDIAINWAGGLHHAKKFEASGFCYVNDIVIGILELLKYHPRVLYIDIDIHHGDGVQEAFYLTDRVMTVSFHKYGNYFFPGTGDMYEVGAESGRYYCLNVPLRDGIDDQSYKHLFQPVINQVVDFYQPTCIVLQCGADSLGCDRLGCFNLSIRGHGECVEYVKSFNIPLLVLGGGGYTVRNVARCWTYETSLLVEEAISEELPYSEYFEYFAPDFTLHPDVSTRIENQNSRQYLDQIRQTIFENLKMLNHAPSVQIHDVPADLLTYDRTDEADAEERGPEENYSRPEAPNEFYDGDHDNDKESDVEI
# * marks the source's active call; other numbers are inactive results; i = inactive; . = no result given.
smiles	KCNQ1 pot	KCNQ1 inh	DYRK1A inh	GSK3beta inhib	hERG protect	KCNK9 block	GSK3A inh	PolyA inhibitor	KCNK3 inh	RGS4 act	HDAC3 inhib
CCC(C(=O)NCC1CCCO1)N(C(=O)c1snc(C(N)=O)c1N)c1ccc(Cl)cc1 (centres undefined)	i	i	-5	-2	-9	i	-3	i	i	i	-4
CC(C)=CCC/C(C)=C/C=N/NC(=O)c1cccc([N+](=O)[O-])c1	i	i	-4	-5	-5	i	-3	i	i	i	4
CC1CC(C)CN(C(=O)CCCn2c(=S)[nH]c3ccccc3c2=O)C1 (centres undefined)	i	i	6	-2	-13	i	0	i	i	i	-6
Cc1nc(-c2ccncc2)sc1C(=O)Nc1ccc(Cl)cc1	i	i	1	1	-9	i	2	i	i	i	-1
Cc1ccc(NC(=O)C(c2ccccc2)c2ccccc2)c(O)c1	i	i	4	-3	-13	-7.8*	0	i	i	i	6
N#Cc1ccsc1NC(=O)CN1CCN(Cc2ccccc2)CC1	i	i	1	0	-7	i	2	i	i	i	-4
Cc1cccc(C(=O)N2CC3(C)CC2CC(C)(C)C3)c1 (centres undefined)	i	i	-4	-3	-7	i	-3	i	i	i	-2
CCOc1ccc(Br)cc1S(=O)(=O)Nc1ccc(C(=O)OCC(=O)N(C)c2ccccc2)cc1	i	i	-3	-1	-5	i	-1	i	i	i	-2
Cc1nn(CC(=O)Nc2ccc(Br)cc2F)c(=O)c2cccn12	i	i	-1	-2	-5	i	-2	i	i	i	0
Cc1nc(-c2ccc(C(F)(F)F)cc2)sc1C(=O)NN	i	i	-13	5	-13	i	-3	i	i	i	6
COc1ccc(-c2nnc(SCC(=O)O)n2C)cc1OC	i	i	-5	4	-4	i	0	i	i	i	1
COc1ccc(C2CC3(CC(C)(C)NC(=O)N3)Oc3cc(O)ccc32)cc1 (centres undefined)	i	i	-2	-2	-13	i	2	i	i	i	-2
COC(=O)c1ccccc1NC(=O)c1cnn2c(C)cc(C)nc12	i	i	0	-1	-9	i	-1	i	i	i	4
CCN(CC)c1ccc(NC(=O)/C=C\c2ccccc2Cl)cc1	i	i	0	0	-6	i	0	i	i	i	3
COc1ccc(CC(=O)N(C)Cc2ccc(Cl)cc2)cc1S(=O)(=O)N1CCOCC1	i	i	0	0	-8	i	-1	i	i	i	0
CSc1ccc(C2(O)Cc3cccc[n+]3C2c2ccccc2)cc1 (centres undefined)	i	i	-4	-2	-1	i	-2	i	i	i	10
O=C(NCc1ccccc1)[C@@H]1CSC2c3ccccc3C(=O)N21 (some centres undefined)	i	i	2	0	-15	i	-1	i	i	i	0
Cc1ccc(NC(=O)N2CCC(O)(c3cccnc3)CC2)cc1	i	i	-9	1	-10	i	-1	i	i	i	-1
CC1C(=O)N2CCCc3cc(NS(=O)(=O)c4ccccc4)cc1c32 (centres undefined)	i	i	5	1	-8	i	-2	i	i	i	-2
COc1cc(/C=C/C(=O)c2ccc(O)cc2)ccc1OCC#N	i	i	1	-1	-7	i	4	i	i	i	4
O=C(Cc1nnc(NC(=O)Nc2ccc(F)cc2)s1)NCc1ccccc1	i	i	.	-1	-7	i	-1	i	i	i	2
Cc1ccc(S(=O)(=O)c2c(N)n(Cc3ccco3)c3nc4ccccc4nc23)cc1	i	7*	9	5	-13	i	.	i	i	i	-61
OCc1ccccc1OCCCOc1cccc2cccnc12	i	i	6	1	-1	i	1	i	i	i	4
Cc1ccc(N2CC(C(=O)Nc3nnc(SCCN4CCOCC4)s3)CC2=O)cc1C (centres undefined)	i	i	8	4	-5	i	0	i	i	i	-5
Cc1ccc(S(=O)(=O)N(C)C)cc1NC(=O)COC(=O)CC1CCCC1	i	i	0	-1	-15	i	-2	i	i	i	0
N#CCSc1nnc(Cc2ccc3c(c2)OCO3)o1	i	i	3	1	-10	i	-1	i	i	i	0
O=C(COc1ccccc1-c1ccccc1)c1ccccc1	i	i	.	0	-11	i	.	i	i	i	.
CCOC(=O)C1=C(C)N(C)C(=O)NC1c1cc2c(cc1[N+](=O)[O-])OCO2 (centres undefined)	i	i	-5	2	-4	i	0	i	i	i	2
CC(=O)c1cccc(N(CC(=O)Nc2ccc(S(=O)(=O)N3CCCC3)cc2)S(C)(=O)=O)c1	i	i	38	-1	-6	i	-1	i	-9.5*	i	3
CC(C)Nc1nc(-c2ccccn2)nc(-c2ccccc2)c1C#N	i	i	0	2	-11	i	-2	i	i	i	-5
CCOC(=O)/C(C#N)=C1\C=CN(C)C(C)=N1	i	i	6	0	-4	i	-2	i	i	i	5
Cc1nc(SCC(=O)NCCc2ccccc2)nc(C)c1C	i	i	7	-1	-1	i	-4	i	i	i	4
CCOC(=O)c1nc(C)n(-c2ccc([N+](=O)[O-])cc2)n1	i	i	-49	0	-6	i	-3	i	i	i	-4
COc1cccc(Nc2ncnc3onc(-c4ccccc4OC)c23)c1	i	i	11	-1	-1	i	-1	i	i	i	-2
CCCCC(C(=O)NC1CCCC1)N(C(=O)c1snc(C(N)=O)c1N)c1ccc(C)cc1 (centres undefined)	i	i	10	-4	-6	i	-2	i	i	i	-7
CCCn1cnc2cc(NCc3cccs3)ccc21	i	i	8	3	-8	i	-1	i	i	i	-1
COc1ccc(-c2oc3ncn4nc(COc5ccccc5)nc4c3c2-c2ccc(OC)cc2)cc1	i	i	-2	1	-13	i	-2	i	i	i	-12
CC(=O)c1cccc(NC(=O)c2cccc(S(=O)(=O)N(C)C)c2)c1	i	i	6	-1	-4	i	-1	i	i	i	5
CC1CCN(C(=O)c2cc(-c3ccc4c(c3)OCO4)on2)CC1	i	i	-1	-2	0	i	1	i	i	i	3
CN(C)S(=O)(=O)N1CCC(n2nccc2NC(=O)CCCc2ccccc2)CC1	i	i	0	-2	-4	i	-1	i	i	i	1

# Given with values under each structure: part of the list above
# Values run as follows: KCNQ1 pot, KCNQ1 inh, DYRK1A inh, GSK3beta inhib, hERG protect, KCNK9 block, GSK3A inh, PolyA inhibitor, KCNK3 inh, RGS4 act, HDAC3 inhib
CCOC(=O)/C(C#N)=C1\C=CN(C)C(C)=N1
  i, i, 6, 0, -4, i, -2, i, i, i, 5
Cc1nc(SCC(=O)NCCc2ccccc2)nc(C)c1C
  i, i, 7, -1, -1, i, -4, i, i, i, 4
CCOC(=O)c1nc(C)n(-c2ccc([N+](=O)[O-])cc2)n1
  i, i, -49, 0, -6, i, -3, i, i, i, -4
COc1cccc(Nc2ncnc3onc(-c4ccccc4OC)c23)c1
  i, i, 11, -1, -1, i, -1, i, i, i, -2
CCCCC(C(=O)NC1CCCC1)N(C(=O)c1snc(C(N)=O)c1N)c1ccc(C)cc1 (centres undefined)
  i, i, 10, -4, -6, i, -2, i, i, i, -7

# Later entries:
smiles	KCNQ1 pot	KCNQ1 inh	DYRK1A inh	GSK3beta inhib	hERG protect	KCNK9 block	GSK3A inh	PolyA inhibitor	KCNK3 inh	RGS4 act	HDAC3 inhib
CCOc1ccc(S(=O)(=O)N(CC(=O)N2CCC(C(N)=O)CC2)c2ccc(F)cc2)cc1	i	i	6	4	-4	i	-4	i	i	i	0
N#CCCn1cc(C(=O)Nc2ccccc2Br)c(-c2cccs2)n1	i	i	10	1	-10	-7.3*	-1	i	i	i	4
Cc1ccc(S(=O)(=O)N2CCCCC2)cc1NC(=O)COC(=O)c1ccccc1F	i	i	-6	2	-8	i	-8	i	i	i	-13
COc1ccc(N=c2oc3ccccc3cc2C(=O)Nc2ccccn2)cc1OC	i	i	.	0	-12	i	-3	i	.	i	2
CCN(CC)S(=O)(=O)c1ccc(O)c(NC(=O)CN2CCc3ccccc3C2)c1	i	i	3	2	-21	i	0	i	i	i	3
CC(=O)NCC(=O)OCC(=O)Nc1nc(-c2ccccc2)cs1	i	i	0	2	-11	i	0	i	i	i	3
O=C(Nc1ccccc1-c1nnc(SCc2ccc(Cl)cc2)o1)c1ccccc1	i	i	4	1	-10	i	.	.	i	i	-2
O=C(Nc1cccc(Cl)c1N1CCOCC1)c1cc([N+](=O)[O-])ccc1N1CCOCC1	i	i	3	2	-15	i	0	i	i	i	-5
CC(C)c1ccc(S(=O)(=O)Nc2ccc(SC(F)F)cc2)cc1	i	i	3	2	-8	i	0	i	i	i	1
CCS(=O)(=O)c1nc(S(=O)(=O)c2ccc(C)cc2)c(NCCCN(C)C)s1	i	i	-3	0	-6	i	1	i	i	i	13
Cc1onc(-c2ccccc2Cl)c1C(=O)NCc1ccc2c(c1)cc(C)n2C	i	i	2	2	-14	i	0	i	i	i	.
COc1ccc(NC(=O)N2CCN(c3nc4ccccc4n3C(C)C)CC2)cc1	i	i	-2	-3	-19	i	-2	i	i	i	-1
CCOC(CNC(=O)Cn1nc(C)c2ccccc21)OCC	i	i	16	2	-11	i	-2	i	i	i	-5
CN1C(=S)SC(C)(C)C1(C)NO (centres undefined)	i	i	-1	3	-5	i	-1	i	i	i	2
CCc1ccc(-n2cnc3cc(C(=O)NCC(OC)OC)ccc32)cc1	i	i	-1	-5	-4	i	3	i	i	i	-7
COC(=O)/C(C#N)=C/c1c(N2CCN(C)CC2)nc2ccccn2c1=O	i	i	4	4	-5	i	-2	i	i	i	-10
Cc1nn(C)cc1C(C(=O)NC1CCCCC1)N(C(=O)Cc1cccs1)c1ccc(Cl)cc1 (centres undefined)	i	i	-5	-4	-4	i	1	i	i	i	-3
CC(C)CNC(=S)N1CCC(C(=O)c2ccc3c(c2)OCCO3)CC1	i	i	-1	-2	-9	i	-1	i	i	i	4
CC(C)OC(=O)Cn1c(=O)oc2ccccc21	i	i	-8	0	-14	i	.	i	i	i	-1

# These rows are one share of the data; the hit share may differ from the screen's.
